KB-3-1 tox = kills parental KB-3-1 adenocarcinoma cells | hit rate 1.4% among 400,000 | KB-3-1 viability, CellTiter-Glo ATP luminescence, 72 h | AID 1347075 | Potency, µM (highest dose often 46.1 µM), for the others: top-dose activity change, negative = cytotoxic, actives largely listed as cytotoxic; note: potency is the fitted concentration of half-maximal effect; % is set by controls: 0 for no effect and ±100 for the full control effect; nearly all actives have a fitted effect of over 60% in size
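Here the drug-naive KB-3-1 line serves as comparator for MDR sub-line selectivity; cells received compound titrations, 72 h at 37 °C, then CellTiter-Glo readout.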
HepG2 viability = counter-screen for TGF-b inhibitors: cytotoxicity in HepG2 cells. Potency, µM (highest dose often 46.1 µM), for inactives: at the top dose activity change, negative = cytotoxicity, usual class: cytotoxic. hit rate 0.76% among 410,000. HepG2 CAGA-GFP viability, ATP luminescence, 18 h; note: potency is the fitted concentration of half-maximal effect; some results filed as inactive show a strong effect at the top dose
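CellTiter-Glo luminescence gave cytotoxicity after 18 hours at 37 degrees C. The cells were HepG2 CAGA-GFP in 1% FBS DMEM, stimulated with 500 pg/mL TGF-beta after compound addition. %Activity was normalised to no-cell wells (complete cell-killing) and DMSO (no toxicity), and curves were fitted and classified.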
ATXN2 expr inh = inhibitors of ATXN2 expression | HEK-293 ATXN2-luciferase reporter, luminescence, 24 h | Potency, µM (highest dose often 57 µM), for the others: at the highest dose activity change, negative = inhibition, actives largely listed as inhibitors | hit rate 0.72% among 360,000; note: potency is the fitted concentration of half-maximal effect; % is set by controls: 0 for no effect and ±100 for the full control effect; nearly all actives have a fitted effect of over 55% in size
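ATXN2-luciferase reporter cells (luciferase flanked by upstream and downstream ATXN2 gene portions) were treated 24 h at 37 °C with compounds at up to 57 uM. SteadyGlo luminescence gave expression; GF-AFC fluorescence gave viability.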
IL-1B inflam inh = inhibitors of inflammasome signaling (IL-1 beta secretion). THP-1 LPS/ATP IL-1B secretion, AlphaLISA, 16 h; hits give low values. activity change, % at 57.5 µM. hit rate 4.7% among 360,000. AID 743279; in the data active = activity change below about -50%; inconclusive = mostly about -30% to -49%; note: % is set by controls: 0 for no effect and ±100 for the full control effect
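Secreted IL-1B measured by AlphaLISA bead assay after 16 h compound exposure of THP-1 cells; compounds (final up to 57.5 uM) added 1 h before LPS (250 ng/mL) and ATP (1.25 mM) stimulation; lower signal means less secretion.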
HT1080NT lethal = kills 2HG-producing HT-1080-NT fibrosarcoma cells; hit rate 1.6% among 360,000; Potency, µM (series often up to 46.1 µM), inactives show top-dose activity, negative = less viability, usual class: cytotoxic; HT-1080-NT fibrosarcoma viability, CellTiter-Glo ATP luminescence, 48 h;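 note: NT is the 2HG producing partner of a matched IDH1 knockdown line; potency is the fitted concentration of half-maximal effect; 0% = DMSO-treated cells and -100% = media-only wells without cells; nearly all actives have a fitted effect of over 55% in size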
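Fibrosarcoma NT cells, 750 per well in 5% FBS RPMI, were exposed to compound for 48 hours. Viability: CellTiter-Glo luminescence.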
MCF10A rereplic = DNA re-replication induction in MCF 10a cells; MCF 10A DNA re-replication, Hoechst nuclear intensity, 48 h; Potency, µM (series often up to 46.1 µM), for the others: at the top dose activity, positive = re-replication, most hits filed as activators; hit rate 2.9% among 350,000; note: potency is the fitted concentration of half-maximal effect; % of control where 0% means no effect; nearly all actives have a fitted effect of over 50% in size
ATXN viability = cell viability loss in ATXN counter-screen; S2 cells (HEK-293 line with an ATXN2-luciferase reporter) viability, CellTiter-Fluor protease fluorescence, 24 h; Potency, µM (series often up to 56.7 µM), usual class: cytotoxic; hit rate 0.49% among 400,000; AID 651635; note: potency is the fitted concentration of half-maximal effect; nearly all actives have a fitted effect of over 40% in size
SW480 rereplic = DNA re-replication induction in SW480 cells. SW480 DNA re-replication, Hoechst DNA content imaging, 48 h. Potency, µM (series often up to 46.1 µM), for inactives: top-dose re-replication activation, hits mostly activators. hit rate 1.8% among 340,000; note: potency is the fitted concentration of half-maximal effect; % of control where 0% means no effect; nearly all actives have a fitted effect of over 55% in size
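DNA re-replication was detected as more nuclei of elevated Hoechst intensity after 48 hr exposure to compound (23 nL pinned per well of 250 cells).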
HT1080 IDH1KD tx = HT-1080 IDH1 knockdown cell toxicity (counter line) | HT-1080 IDH1 knockdown viability, ATP luminescence, 48 h | Potency, µM (series often up to 46.1 µM), without a hit: top-dose activity, negative = toxicity, hits mostly cytotoxic | hit rate 2% among 360,000;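 note: potency is the fitted concentration of half-maximal effect; 0% = DMSO wells and -100% = cell-free medium wells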
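Knockdown cells (IDH1KD HT-1080) received compounds 2 h after plating at 750 cells/well and were kept 48 h at 37 °C in 5% FBS RPMI. A CellTiter-Glo luminescence read gave % activity for curve fitting.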
* hit, by the source's call; i = inactive; ? = inconclusive; . = not tested or not shown; [ ] = remark or other dose. Unless noted, calls come from the whole dose curve; as a rule, active = well fitted curve in the direction sought with a large enough effect; inconclusive = small, poorly fitted or top-dose-only effect, or another doubt; inactive = no such curve, though single readings can be large; an effect the other way counts as inactive or inconclusive.

SMILES	KB-3-1 tox	HepG2 viability	ATXN2 expr inh	IL-1B inflam inh	HT1080NT lethal	MCF10A rereplic	ATXN viability	SW480 rereplic	HT1080 IDH1KD tx
Cc1onc(-c2ccccc2Cl)c1C(=O)Nc1ccc(F)c(F)c1	1%	-11%	.	-16	8%	5%	.	-27%	4%
CN(c1ccccc1)S(=O)(=O)c1ccc(C(=O)NNC(=O)c2ccccc2)cc1	-8%	17%	2%	12	2%	-1%	i	-46%[inhibitor]	-1%
COc1cccc(/C=N/NC(=O)CSCC(=O)Nc2ccccc2)c1O	?	-17%	28µM*	152	4µM*	11%	i	?	2µM*
Cc1ccccc1OC1CCN(C(=O)C2CCC(=O)N(C3CCCC3)C2)CC1 (stereo not given)	-14%	-34%	.	36	?	16%	i	28%	-15%
COc1cc(/C=C/c2cc(C(F)(F)F)[nH]c(=O)n2)cc(OC)c1OC	?	-38%	?	-101*	?	?	?	21µM*	29µM*
CN(Cc1cccnc1)C(=O)CNC(=O)COc1ccccc1	5%	9%	-5%	7	5%	1%	i	0%	3%
O=C(Cc1cccc(NC(=O)C2CCCN(C(=O)CCc3ccccc3)C2)c1)Nc1cccc(C(=O)N2CCCC2)c1 (stereo not given)	0%	-8%	-32%	24	-2%	-8%	i	2%	0%
CC(NC(=O)COC(=O)C1=NN(c2ccccc2)C(=O)CC1)c1ccccc1 (stereo not given)	?	11%	0%	1	4%	-2%	i	-2%	3%
CC(C)Oc1ccccc1/C=N/Nc1ccccc1[N+](=O)[O-]	6%	4%	3%	-8	-17%	?	i	-1%	-19%
CCCn1c(N)c(C(=O)CSc2nnc(-c3cccnc3)n2-c2ccc(C)cc2C)c(=O)[nH]c1=O	14%	-28%	1%	3	-5%	?	i	?	-4%
Cc1ccc(SCC(=O)Nc2ccc(S(N)(=O)=O)cc2)cc1	-1%	13%	-2%	12	3%	-5%	i	3%	6%
CCN(CC)CCC#CC1(O)c2ccccc2-c2ccccc21	1%	15%	-11%	9	-23%	3%	i	3%	-12%

Part of the list above, set out differently:
smiles,KB-3-1 tox,HepG2 viability,ATXN2 expr inh,IL-1B inflam inh,HT1080NT lethal,MCF10A rereplic,ATXN viability,SW480 rereplic,HT1080 IDH1KD tx
CN(c1ccccc1)S(=O)(=O)c1ccc(C(=O)NNC(=O)c2ccccc2)cc1,-8%,17%,2%,12,2%,-1%,i,-46%[inhibitor],-1%
COc1cccc(/C=N/NC(=O)CSCC(=O)Nc2ccccc2)c1O,?,-17%,28µM*,152,4µM*,11%,i,?,2µM*

The list continues:
SMILES	KB-3-1 tox	HepG2 viability	ATXN2 expr inh	IL-1B inflam inh	HT1080NT lethal	MCF10A rereplic	ATXN viability	SW480 rereplic	HT1080 IDH1KD tx
CCc1ccccc1NC(=O)/C(=C/c1ccco1)c1ccccc1	9%	-1%	-6%	-15	-2%	?	i	7%	4%
Cc1ccc(-n2c(SCC3CCCCO3)nnc2-c2ccco2)cc1 (stereo not given)	?	-4%	-3%	-13	-19%	15%	i	1%[9.22 µM]	?
CCN(CC)C(=O)[C@H]1C[C@H](CC(=O)NCc2ccc(OC)c(OC)c2)C(=O)N2CCc3c([nH]c4ccc(Cl)cc34)[C@]12C	-29%	-8%	-12%	16	?	-8%	?	-5%	?
COc1cccc2c1CCC1=CC(=O)CCC12C (stereo not given)	-14%	-34%	7%	1	-16%	?	i	7%	-11%
CCO[C@@H]1OC(C(N)=O)=C[C@H](c2ccccc2)[C@H]1CCCO	0%	-45%	2%	-2	7%	5%	i	-7%	9%
CCCc1ccc(OCC(=O)Nc2scc(-c3cccs3)c2C(=O)OC)cc1	-5%	-7%	-5%	.	.	.	i	.	.
CC(=O)NS(=O)(=O)c1ccc(NC(=S)NC(=O)C2CCC2)cc1	?	-6%	-8%	-3	1%	2%	i	9%	3%
O=C(c1ccc(=O)[nH]c1)N1CCN(S(=O)(=O)c2ccc3ccccc3c2)CC1	8%	4%	9%	-9	4%	?	i	1%	8%
O=C(OCC#CCSc1nnc(-c2cccc3ccccc23)o1)c1ccc(Cl)cc1	5%	0%	4%	.	.	-7%	i	-16%	.
Cc1ccc2oc(=S)n(C)c2c1	7%	3%	-9%	19	-4%	-7%	i	?	-10%
CCc1cccc(NC2c3ccccc3C(=O)N2c2cccnc2)c1 (stereo not given)	0%	-8%	-18%	-7	-3%	-2%	i	-4%	0%
COc1ccc(-c2noc(CN3CCOCC3)n2)cc1OC	24%	-3%	10%	-3	17%	2%	i	-3%	0%[9.24 µM]
CCOC(=O)C(=CNNc1ccsc1C(=O)OC)C(=O)OCC	-4%	2%	0%	2	0%	-2%	i	-2%	-3%
Cc1cc(C)c2nc(N3CCC(C(=O)NCc4cccnc4)CC3)sc2c1	-6%	-30%	9%	13	1%	-1%	i	-8%	0%
COc1cccc2cc(CC(=O)c3ccccc3)c(=O)oc12	0%	-2%	.	-12	28%	-3%	?	15%	19%
CCCN(CCC)Cc1cc(=O)oc2cc3c(cc12)CCC3	3%	-13%	6%	-16	22%	9%	i	-12%	17%
S=C(NC1CCCC1)N1CCN(c2ccccn2)CC1	2%	-3%	-12%	0	10%	21%	?	-6%	26%
Nc1ccc(S(N)(=O)=O)cc1N	23%	-15%	40%[activator]	10	20%	-3%	i	1%	19%
COc1cccc(NC(=O)CN(C)C(=O)Cn2cnc3ccccc3c2=O)c1	12%	7%	-1%	-8	-13%	7%	i	-7%	-22%
Cc1cc(C(=O)NNC(=O)/C=C/c2ccco2)c(C)o1	12%	-41%	-10%	-3	7%	2%	i	?	2%
CC(C)NC(=S)N/N=C1\CCCCC1C1CCCCC1 (stereo not given)	?	-30%	10%	0	4%	18µM*	i	?	-8%
Cc1cc(C(=O)C(C)OC(=O)c2ccc(NC(=O)CC#N)cc2)c(C)n1-c1ccccc1 (stereo not given)	-1%	16%	?	-56*	?	?	i	3.3µM*	-27%
CCOC(=O)C1CCN(C(=O)CN(c2ccc(Cl)c(C(F)(F)F)c2)S(C)(=O)=O)CC1	23%	1%	-13%	-2	7%	4%	i	-5%	-6%
COC(=O)c1ccccc1NC(=O)C1CC(=O)N(c2ccc(C)cc2)C1 (stereo not given)	?	-17%	-3%	5	1%	12%	i	20%	1%
CC1CCCN(Cc2cccc(Oc3ccccc3)c2)C1 (stereo not given)	-9%	-12%	-14%	-6	8%	-5%	i	-2%	7%
O=C(CCCc1ccccc1)NCc1ccc2c(c1)OCO2	-3%	-1%	14%	10	-3%	?	i	-4%	12%
CCOc1ccc(NC(=O)COC(=O)c2n[nH]c3ccccc23)cc1	16%	-4%	22%	4	-13%	4%	i	9%	-4%
O=C(Nc1cccc2nsnc12)c1ccc(F)cc1	-4%	-1%	19%	-1	-14%	0%	i	1%	-2%
CN(CC(=O)Nc1ccccc1C(F)(F)F)C(=O)Cc1ccc(S(=O)(=O)N2CCOCC2)s1	-6%	-63%	-9%	-9	2%	0%	i	0%	-9%
CCCc1[nH]n(-c2nc3ccccc3s2)c(=O)c1C=NCCCN(CC)CC	4%	-4%	12%	15	13%	-18%	i	3%	17%
O=C(NC(c1ccccc1)c1ccccn1)c1cccc([N+](=O)[O-])c1 (stereo not given)	10%	-3%	22%	8	0%	-9%	i	-102%[inhibitor]	-15%
Cc1ccc(-c2nc3ccc(Br)cn3c2Cc2ccsc2)cc1	?	-3%	97%[activator]	0	-6%	.	i	.	?
Cc1ccc(S(=O)(=O)NCC(=O)N(CC(=O)NCc2ccco2)Cc2ccc3c(c2)OCO3)cc1	0%	0%	-1%	19	2%	-6%	i	-2%	3%
Cc1cccn2c(=O)c3cc(S(=O)(=O)c4ccccc4)c(=N)n(CC4CCCO4)c3nc12 (stereo not given)	3%	20%	-10%	7	16%	?	i	?	13%
OCCC#Cc1ccc(CN2CCN(Cc3ccsc3)C(CCO)C2)cc1 (stereo not given)	?	8%	-5%[11.3 µM]	8	-2%	-7%	i	1%	1%
Cc1c(Cl)cccc1NC(=O)c1ccc2c(c1)nnn2C1CCCC1	?	-32%	-2%	.	.	.	i	.	.

13 entries already listed, arranged by heavy-atom count, lowest first.
SMILES	KB-3-1 tox	HepG2 viability	ATXN2 expr inh	IL-1B inflam inh	HT1080NT lethal	MCF10A rereplic	ATXN viability	SW480 rereplic	HT1080 IDH1KD tx
O=C(Nc1cccc2nsnc12)c1ccc(F)cc1	-4%	-1%	19%	-1	-14%	0%	i	1%	-2%
Cc1cc(C(=O)NNC(=O)/C=C/c2ccco2)c(C)o1	12%	-41%	-10%	-3	7%	2%	i	?	2%
CC1CCCN(Cc2cccc(Oc3ccccc3)c2)C1 (stereo not given)	-9%	-12%	-14%	-6	8%	-5%	i	-2%	7%
O=C(CCCc1ccccc1)NCc1ccc2c(c1)OCO2	-3%	-1%	14%	10	-3%	?	i	-4%	12%
Cc1ccc(-c2nc3ccc(Br)cn3c2Cc2ccsc2)cc1	?	-3%	97%[activator]	0	-6%	.	i	.	?
Cc1c(Cl)cccc1NC(=O)c1ccc2c(c1)nnn2C1CCCC1	?	-32%	-2%	.	.	.	i	.	.
COC(=O)c1ccccc1NC(=O)C1CC(=O)N(c2ccc(C)cc2)C1 (stereo not given)	?	-17%	-3%	5	1%	12%	i	20%	1%
OCCC#Cc1ccc(CN2CCN(Cc3ccsc3)C(CCO)C2)cc1 (stereo not given)	?	8%	-5%[11.3 µM]	8	-2%	-7%	i	1%	1%
CCCc1[nH]n(-c2nc3ccccc3s2)c(=O)c1C=NCCCN(CC)CC	4%	-4%	12%	15	13%	-18%	i	3%	17%
CCOC(=O)C1CCN(C(=O)CN(c2ccc(Cl)c(C(F)(F)F)c2)S(C)(=O)=O)CC1	23%	1%	-13%	-2	7%	4%	i	-5%	-6%
Cc1cc(C(=O)C(C)OC(=O)c2ccc(NC(=O)CC#N)cc2)c(C)n1-c1ccccc1 (stereo not given)	-1%	16%	?	-56*	?	?	i	3.3µM*	-27%
CN(CC(=O)Nc1ccccc1C(F)(F)F)C(=O)Cc1ccc(S(=O)(=O)N2CCOCC2)s1	-6%	-63%	-9%	-9	2%	0%	i	0%	-9%
Cc1ccc(S(=O)(=O)NCC(=O)N(CC(=O)NCc2ccco2)Cc2ccc3c(c2)OCO3)cc1	0%	0%	-1%	19	2%	-6%	i	-2%	3%
